# TcdB GH inh: TcdB glycohydrolase inhibitors, primary screen, biochemical, single point, plate reader; AID 652162, 2013; actives 0.24% (n = 350,000); Toxin B (Clostridioides difficile), P18177; TcdB glycohydrolase enzymatic assay; inhibition, % at 9.99 µM; in the data active = inhibition above about 10%
# * hit, by the source's call. An excerpt. The share of hits here may be higher or lower than overall.
SMILES,TcdB GH inh
C[C@H](CO)N1C[C@H](C)[C@@H](CN(C)Cc2ccncc2)OCCCC[C@H](C)Oc2ccc(NS(=O)(=O)c3cn(C)cn3)cc2C1=O,0.1
CO[C@H]1CN(C)C(=O)c2ccc(NC(=O)NC(C)C)cc2OC[C@H](C)N(Cc2ccccc2)C[C@@H]1C,-0.5
Cc1ccccc1S(=O)(=O)N1C[C@@H](O)COC[C@@H]2O[C@@H](CC(=O)O)CC[C@H]21,-0.6
Cc1ccc(NC(=O)C[C@H]2CC[C@H]3[C@@H](COc4ccc(NC(=O)C(C)C)cc4C(=O)N3C)O2)cc1,-0.4
C[C@H]1CCCCO[C@H](CN(C)C(=O)NC2CCCCC2)[C@@H](C)CN([C@@H](C)CO)C(=O)c2cc(NC(=O)NC3CCCCC3)ccc2O1,0.3
CC(C)NC(=O)Nc1ccc2c(c1)C(=O)N([C@@H](C)CO)C[C@H](C)[C@@H](CN(C)Cc1ccc(C(=O)Nc3ccccc3N)cc1)O2,0.4
CO[C@@H]1CN(C)C(=O)c2ccc(NC(=O)C3CC3)cc2OC[C@@H](C)N(Cc2cc(F)ccc2F)C[C@@H]1C,-0.1
CCC(=O)N1C[C@H](C)[C@@H](OC)CN(C)C(=O)c2ccc(NC(=O)COC)cc2OC[C@H]1C,-0.6
Cc1noc(C)c1NC(=O)N[C@H]1CC[C@H](CC(=O)Nc2ccc(-c3ccccc3)cc2)O[C@@H]1CO,0.2
C[C@@H]1CN([C@H](C)CO)C(=O)c2c(c3ccccc3n2C)-c2ccccc2CO[C@H]1CN(C)C(=O)CCN(C)C,-0.5
COCC(=O)N1C[C@H](C)[C@H](OC)CN(C)C(=O)c2cc(NC(=O)c3cnccn3)ccc2OC[C@H]1C,0.0
O=C(NCc1ccncn1)[C@@H]1[C@@H](CO)[C@@H]2Cn3c(ccc(-c4cccc(F)c4)c3=O)[C@@H]2N1CC1CC1,-0.9

# In the list so far, 5 contain nitrogen in an aromatic ring:
SMILES,TcdB GH inh
C[C@H](CO)N1C[C@H](C)[C@@H](CN(C)Cc2ccncc2)OCCCC[C@H](C)Oc2ccc(NS(=O)(=O)c3cn(C)cn3)cc2C1=O,0.1
Cc1noc(C)c1NC(=O)N[C@H]1CC[C@H](CC(=O)Nc2ccc(-c3ccccc3)cc2)O[C@@H]1CO,0.2
C[C@@H]1CN([C@H](C)CO)C(=O)c2c(c3ccccc3n2C)-c2ccccc2CO[C@H]1CN(C)C(=O)CCN(C)C,-0.5
COCC(=O)N1C[C@H](C)[C@H](OC)CN(C)C(=O)c2cc(NC(=O)c3cnccn3)ccc2OC[C@H]1C,0.0
O=C(NCc1ccncn1)[C@@H]1[C@@H](CO)[C@@H]2Cn3c(ccc(-c4cccc(F)c4)c3=O)[C@@H]2N1CC1CC1,-0.9

# (more compounds)
SMILES,TcdB GH inh
O=C(C[C@H]1CC[C@@H]2[C@H](COC[C@@H](O)CN2C(=O)Nc2ccccc2)O1)NCc1ccncn1,0.6
COc1ccc(S(=O)(=O)N(C)C[C@H]2Oc3ccc(N(C)C)cc3C(=O)N([C@H](C)CO)C[C@H]2C)cc1,-3.5
O=C(C1CCOCC1)N1CC2(C1)[C@@H](c1ccccc1)[C@H](CO)N2Cc1ccc(Cl)cc1,-1.8
CN1c2ccc(-c3cccc(F)c3)cc2[C@@H]2[C@@H](CCN2C(=O)C2CCOCC2)[C@H]1CO,0.8
C[C@H]1CN([C@@H](C)CO)C(=O)c2cccc(NC(=O)Nc3ccc(F)cc3)c2O[C@@H]1CN(C)C(=O)Nc1ccc(F)cc1,1.7
CCC(=O)Nc1ccc2c(c1)C(=O)N(C)[C@@H]1CC[C@H](CC(=O)NCCc3ccncc3)O[C@@H]1CO2,-0.8
C[C@@H]1CN([C@H](C)CO)S(=O)(=O)c2ccc(C3=CCCCC3)cc2O[C@@H]1CN(C)C(=O)C1CCOCC1,-0.2
COc1ccc(S(=O)(=O)Nc2ccc3c(c2)C(=O)N([C@@H](C)CO)C[C@H](C)[C@@H](CN(C)Cc2ccc(C(=O)O)cc2)O3)cc1,-1.0
COc1ccc(C#Cc2ccc3c(c2)O[C@@H](CN(C)C(=O)CN2CCOCC2)[C@@H](C)CN([C@@H](C)CO)S3(=O)=O)cc1,0.5
CC(C)C#Cc1ccc2c(c1)O[C@@H](CN(C)CC1CC1)[C@@H](C)CN([C@@H](C)CO)S2(=O)=O,-1.9
C[C@@H]1CCCCO[C@@H](CN(C)C(=O)NC2CCCCC2)[C@H](C)CN([C@@H](C)CO)C(=O)c2cc(N(C)C)ccc2O1,-9.0
CCC(=O)Nc1ccc2c(c1)OC[C@@H](C)N(Cc1cncnc1)C[C@H](C)[C@@H](OC)CN(C)C2=O,0.2
CO[C@H]1CN(C)C(=O)c2cc(NC(=O)C3CC3)ccc2OC[C@@H](C)N(Cc2cccnc2)C[C@H]1C,1.6
CO[C@@H]1CN(C)C(=O)c2cc(NC(=O)c3ccccc3F)ccc2OC[C@H](C)NC[C@@H]1C,1.1
CC(C)NC(=O)N(C)C[C@@H]1Oc2cc(C#CC3CC3)ccc2S(=O)(=O)N([C@@H](C)CO)C[C@@H]1C,1.3
COc1ccc(-c2ccc([C@@H]3[C@H]4CN(Cc5ccc(F)cc5)CC(=O)N4[C@H]3CO)cc2)cc1,-0.6
C[C@@H]1CN([C@@H](C)CO)C(=O)c2cc(NC(=O)CCCCCC(=O)Nc3ccccc3N)ccc2O[C@@H]1CN(C)C(=O)Nc1ccc(C(F)(F)F)cc1,-0.5
CC=Cc1ccc2n(c1=O)C[C@@H]1[C@@H](CO)[C@H](C(=O)N3CCOCC3)N(CC3CC3)[C@H]21 (mixture of isomers),-0.2
CCCN(C)C[C@H]1Oc2cc(-c3cncnc3)ccc2S(=O)(=O)N([C@H](C)CO)C[C@H]1C,0.4
CNC[C@H]1Oc2c(NS(=O)(=O)c3ccc(C)cc3)cccc2C(=O)N([C@@H](C)CO)C[C@@H]1C,-2.4
O=C(C[C@@H]1CC[C@@H](NS(=O)(=O)c2ccccc2)[C@@H](CO)O1)NCc1ccccc1F,0.5
O=C(C[C@@H]1C=C[C@H](NC(=O)c2cnccn2)[C@H](CO)O1)NCc1ccccc1F,0.6
COc1ccc(C#Cc2ccc3c(c2)[C@H]2[C@H](CCN2C(=O)c2cccc(F)c2)[C@@H](CO)N3)cc1,-0.5
Cc1cccc(CN(C)C[C@H]2OCc3cn(nn3)CCCC(=O)N([C@@H](C)CO)C[C@@H]2C)c1,-0.3
O=C(C[C@@H]1C[C@H]2c3cc(NC(=O)C4CCOCC4)ccc3O[C@H]2[C@@H](CO)O1)NCc1ccccc1,-0.6
COc1cccc(S(=O)(=O)N2CCC3(CC2)CN(C(=O)Nc2ccc(F)cc2)[C@@H](CO)c2[nH]c4cc(OC)ccc4c23)c1,0.5
C[C@H]1CN([C@@H](C)CO)C(=O)c2cc(C#Cc3ccccn3)cnc2O[C@@H]1CN(C)C(=O)CCN1CCCCC1,-0.3
CCCC(=O)Nc1ccc2c(c1)C(=O)N(C)[C@@H]1CC[C@@H](CC(=O)NCC3CC3)O[C@@H]1CO2,-0.6
CN(C)CC(=O)Nc1ccc2c(c1)[C@@H]1C[C@H](CC(=O)NCc3cccnc3)O[C@H](CO)[C@@H]1O2,-0.1
C[C@@H]1CN([C@H](C)CO)C(=O)c2cc(NC(=O)Cn3cnnn3)ccc2O[C@H]1CN(C)S(=O)(=O)c1cn(C)cn1,-0.7
O=C(C[C@H]1CC[C@H]2[C@@H](COC[C@H](O)CN2C(=O)c2cnccn2)O1)NCc1ccc(F)cc1,0.1
O=C(NCC[C@@H]1CC[C@@H](NS(=O)(=O)c2ccc(Cl)cc2)[C@@H](CO)O1)c1ccccc1F,1.3
COc1ccc(NC(=O)N(C)C[C@@H]2Oc3ccc(NC(=O)CCN4CCOCC4)cc3CC(=O)N([C@@H](C)CO)C[C@@H]2C)cc1,-0.3
O=C(C[C@H]1CC[C@@H]2[C@H](COC[C@H](O)CN2Cc2nccs2)O1)NCc1ccccc1,0.4
O=C(Nc1ccccc1F)N1CC(=O)N2[C@@H](CO)[C@@H](c3ccc(C#Cc4ccc(F)cc4)cc3)[C@@H]2C1,0.7
C[C@@H]1CCCCO[C@H](CN(C)C(=O)Nc2ccc3c(c2)OCO3)[C@@H](C)CN([C@H](C)CO)C(=O)c2cc(NC(=O)c3ccccc3)ccc2O1,-0.6

# Reprinted from the part before: two entries, followed by the next part.
SMILES,TcdB GH inh
O=C(Nc1ccccc1F)N1CC(=O)N2[C@@H](CO)[C@@H](c3ccc(C#Cc4ccc(F)cc4)cc3)[C@@H]2C1,0.7
C[C@@H]1CCCCO[C@H](CN(C)C(=O)Nc2ccc3c(c2)OCO3)[C@@H](C)CN([C@H](C)CO)C(=O)c2cc(NC(=O)c3ccccc3)ccc2O1,-0.6
Cc1ccc(S(=O)(=O)Nc2ccc3c(c2)C(=O)N(C)[C@H]2CC[C@H](CC(=O)O)O[C@H]2CO3)cc1,-1.1
CNC[C@H]1Oc2c(NS(=O)(=O)c3ccc(OC)cc3)cccc2C(=O)N([C@@H](C)CO)C[C@@H]1C,0.6
C[C@@H]1CCCCO[C@@H](CN(C)S(=O)(=O)c2cccs2)[C@H](C)CN([C@@H](C)CO)C(=O)c2cc(NS(=O)(=O)c3ccc(F)cc3)ccc2O1,-0.8
O=C1O[C@@H](c2ccccc2)[C@@H](c2ccccc2)N2[C@@H](c3ccccc3OCCO)[C@]3(C(=O)Nc4ccccc43)[C@@H](C(=O)N3CCCCCCC3)[C@H]12,-3.7
CC(C)CC#Cc1ccc([C@@H]2[C@H](CO)N3CCCCN(C(=O)Cc4ccccn4)C[C@@H]23)cc1,0.9
O=C(C[C@@H]1C[C@H]2c3cc(NC(=O)C4CCOCC4)ccc3O[C@H]2[C@H](CO)O1)NCc1cccc(F)c1,-10.8
C[C@H]1CN([C@@H](C)CO)C(=O)c2cc(NC(=O)Cc3cn(C)c4ccccc34)ccc2O[C@H]1CN(C)CC1CC1,-0.7
CCC(=O)Nc1ccc2c(c1)C(=O)N(C)[C@@H]1CC[C@H](CC(=O)Nc3cccc(OC)c3)O[C@H]1CO2,-3.0
Cc1ccccc1S(=O)(=O)N1C[C@@H](O)COC[C@H]2O[C@@H](CC(=O)NCCc3ccccc3)CC[C@@H]21,-0.8
CCC(=O)Nc1ccc2c(c1)C(=O)N(C)C[C@@H](OC)[C@@H](C)CN(C(=O)NC(C)C)[C@H](C)CO2,-0.7
O=S(=O)(c1ccccc1)N1CC[C@@H]2[C@@H](CO)Nc3ccc(C#Cc4ccccc4F)cc3[C@@H]21,-2.2
O=C(C1CCOCC1)N1CC(=O)N2[C@H](C1)[C@H](c1ccc(C#CCc3ccccc3)cc1)[C@@H]2CO,0.5
C[C@H]1CN([C@@H](C)CO)C(=O)Cc2cc(NC(=O)C3CCCCC3)ccc2O[C@H]1CN(C)S(=O)(=O)c1ccc(F)cc1,-0.5
O=C(NC1CCC1)[C@H]1[C@H](CO)[C@H]2Cn3c(ccc(-c4ccc(F)cc4)c3=O)[C@@H]1N2,1.0
C[C@H]1CN([C@@H](C)CO)C(=O)c2cccc(NC(=O)C3CCOCC3)c2O[C@H]1CN(C)CC1CC1,-0.5
COCC(=O)N(C)C[C@H]1Oc2cc(-c3cccnc3)ccc2S(=O)(=O)N([C@@H](C)CO)C[C@H]1C,0.4
Cc1cc(C(=O)Nc2ccc3c(c2)C(=O)N(C)[C@@H]2CC[C@H](CC(=O)NCC(F)(F)F)O[C@@H]2CO3)no1,2.7
O=S(=O)(N[C@@H]1CC[C@H](CCn2cc(-c3cccc(F)c3)nn2)O[C@@H]1CO)c1ccc(F)cc1,-0.1
CNC[C@@H]1OCCCC[C@H](C)Oc2ccc(NC(=O)Nc3ccc(F)cc3)cc2C(=O)N([C@@H](C)CO)C[C@H]1C,-0.1
C[C@H]1CCCCO[C@H](CN(C)Cc2ccncc2)[C@@H](C)CN([C@@H](C)CO)C(=O)c2cc(N(C)C)ccc2O1,-19.0
Cc1ccc(-c2ccc([C@H]3[C@@H](CO)N4CCCCN(C(=O)c5ccc(F)cc5)C[C@H]34)cc2)cc1,0.0
CO[C@@H]1CN(C)C(=O)c2ccc(NC(C)=O)cc2OC[C@@H](C)N(C(=O)c2cccnc2)C[C@@H]1C,0.4
C[C@H](O)C#Cc1cnc2c(c1)C(=O)N([C@H](C)CO)C[C@H](C)[C@H](CN(C)C(=O)c1ccccc1)O2,0.0
COc1ccc(NC(=O)Nc2cccc3c2O[C@@H](CN(C)S(=O)(=O)c2ccc(OC)cc2)[C@@H](C)CN([C@H](C)CO)C3=O)cc1,1.3

# Reprinted at random: 2 records from the list
SMILES,TcdB GH inh
C[C@H](O)C#Cc1cnc2c(c1)C(=O)N([C@H](C)CO)C[C@H](C)[C@H](CN(C)C(=O)c1ccccc1)O2,0.0
O=S(=O)(N[C@@H]1CC[C@H](CCn2cc(-c3cccc(F)c3)nn2)O[C@@H]1CO)c1ccc(F)cc1,-0.1

# (continued)
SMILES,TcdB GH inh
C[C@@H]1CCCCO[C@@H](CN(C)C(=O)NC2CCCCC2)[C@H](C)CN([C@H](C)CO)C(=O)c2cc(NC(=O)Nc3ccc(F)cc3)ccc2O1,-0.7
O=C(Cc1ccccc1)N1CCCCN2[C@@H](CO)[C@H](c3ccc(C#Cc4ccccc4)cc3)[C@@H]2C1,-0.8
C[C@@H]1CN([C@@H](C)CO)C(=O)c2cc(-c3cccc(C#N)c3)cnc2O[C@@H]1CN(C)C(=O)c1ccccn1,1.2
O=C(C[C@H]1CC[C@H]2[C@@H](COC[C@H](O)CN2Cc2ccc(Oc3ccccc3)cc2)O1)Nc1nccs1,-0.1
CCCN(C)C[C@H]1OCCCC[C@@H](C)Oc2ccc(NS(=O)(=O)c3cccs3)cc2C(=O)N([C@H](C)CO)C[C@@H]1C,-1.9
CO[C@@H]1CN(C)C(=O)c2cc(NS(C)(=O)=O)ccc2OC[C@@H](C)N(C(=O)C2CC2)C[C@H]1C,1.0
C[C@H]1CN([C@@H](C)CO)C(=O)c2cccc(NS(=O)(=O)c3ccc(F)cc3)c2O[C@H]1CN(C)S(=O)(=O)c1ccc(Cl)cc1,0.9
C/C=C/c1ccc([C@H]2[C@H]3CN(S(=O)(=O)c4cccs4)CCCCN3[C@H]2CO)cc1,0.0
COc1ccccc1C#Cc1ccc2c(c1)O[C@@H](CN(C)Cc1cncnc1)[C@@H](C)CN([C@H](C)CO)S2(=O)=O,0.1
